Epigenetic reg = epigenetic control regulation, reporter derepression; Potency, µM (highest dose often 53.9 µM), inactives show at the highest dose GFP activation, most hits filed as activators; murine LDR cells, GFP reporter derepression, 30 h; 280,000 compounds, 0.2% hits; active = well fitted activation curve with a large enough effect; inconclusive = small, poorly fitted or top-dose-only effect; also: % of control where 0% means no effect; nearly all actives have a fitted effect of over 60% in size
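Murine LDR cells carrying a silenced, genomically integrated CMV-driven GFP reporter were exposed to compound for 30 hours at 37 C. After PBS washes, GFP-positive cells (20–120 um objects) were counted by laser-scanning microplate cytometry.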
* = called active by the depositor; ? = inconclusive. Potency is read from the fitted curve at half-maximal effect. Some of the compounds tested; rates above refer to the full screens.

Epigenetic reg	Compound
0.0%	CCN(Cc1ccccc1)C(=O)C1CCN(S(=O)(=O)c2ccc3c(c2)CCCN3C(C)=O)CC1
4.1%	CCc1ccccc1NC(=O)Nc1cc(C(=O)NCc2cccc(F)c2)ccc1N1CCCC1
0.0%	Cc1csc2nc(COC(=O)CNC(=O)c3ccc(F)cc3)cc(=O)n12
-0.8%	COc1ccc(C)cc1NS(=O)(=O)c1ccc(-c2cnc(C3CC3)o2)cc1
0.0%	CCc1ccc(NC(=O)c2cnn(-c3c(C)cccc3C)c2C2CCNCC2)cc1
7.5%	COC(=O)CC1Oc2ccccc2-n2cc(-c3ccc(Cl)cc3)nc21 (centres undefined)
1.9%	COc1cccc(CN2CCc3nc(Nc4ccc5c(c4)OCCO5)ncc3C2)c1
-1.1%	CCOc1ccc(CNC(=O)C2CCCCN2S(=O)(=O)c2ccc(F)cc2)cc1OC (centres undefined)
-1.6%	COc1cc(NC(=O)c2cc3nc(-c4ccccc4)cc(-c4ccccc4)n3n2)c(OC)cc1Cl
-1.1%	Nc1cc(=O)nc(SCC(=O)Nc2cccc(Cl)c2)n1CCc1ccccc1
-1.7%	COc1cc(Cl)c(C)cc1NC(=O)c1nn(C)c2c1CSc1ccccc1-2
-2.6%	Cc1ccc(-c2noc(C(C)NC(=O)c3ccco3)n2)cc1 (centres undefined)
1.4%	CCC(=O)C1=C(c2ccccc2)N(C(=O)CC)n2c(nnc2C2CCCCC2)S1
1.5%	Cc1ccc(NC(=O)C2CCN(c3nnc(-n4cccc4)s3)CC2)cc1Cl
12.6µM*	Oc1ccccc1Nc1nc2ccccc2n2nnnc12
4.6%	O=S(=O)(NCCc1csc2nc(-c3ccc(F)cc3)nn12)c1ccc(Br)cc1
-0.1%	CCCC12CN3CC(CCC)(CN(C1)C3c1ccc(OC(C)C)cc1)C2=O (centres undefined)
0.0%	Cn1c(=O)n(C/C=C/c2ccccc2)c(=O)c2c1nc1n2CCN1c1ccc(F)cc1
0.0%	O=C(c1cnc(N2CCCCC2)c2ccccc12)N1CCN(c2ccc(F)cc2)CC1
0.0%	Cc1ccc(CNC(=O)Cn2c(=O)ccc3cc(S(=O)(=O)N4CCC(C)CC4)ccc32)cc1
6.4%	COc1ccc(CC(=O)Nc2sc3c(c2C(=O)Nc2c(C)cccc2C)CCCCC3)cc1
2.8%	Cc1ccc(NC(=O)C(=O)NCC(c2cccnc2)N2CCN(Cc3ccccc3)CC2)cc1Cl (centres undefined)
5.1%	CCc1ccc(-n2nc3cc(C)c(NC(=O)c4cccc5ccccc45)cc3n2)cc1
1.1%	COCCNC(=O)CCCn1c(SCC(=O)Nc2ccc(F)cc2)nc2c(sc3ccccc32)c1=O
-0.2%	COc1ccc(NC(=O)CCCn2nc(C)c3sc4ccccc4c3c2=O)cc1
-5.8%	CCN(CC)c1cc(NC2CCCCC2)c2c3c(onc13)-c1ccccc1C2=O
1.8%	O=C(NCc1ccccc1Cl)c1ccc(NC(=O)N2CCSc3ncccc32)cc1
-1.1%	CCC(C)NC(=O)CN1C(=O)COc2ccc(S(=O)(=O)N3CCOCC3)cc21 (centres undefined)
-2.7%	CCOC(=O)c1c(C)[nH]c(C)c1S(=O)(=O)N1CCC(C(=O)NCc2ccccc2Cl)CC1
-2.7%	CC(C)(C)c1ccc(OCCOCCn2c(-c3ccc(Cl)cc3)nc3ccccc3c2=O)cc1
-3.2%	CCOC(=O)CNC(=O)N1CCc2cc(S(=O)(=O)N3CCC(C)CC3)ccc21
?	Cc1cc(NC(=O)C2CCCN(S(=O)(=O)c3cccc4nonc34)C2)ccc1Br (centres undefined)
-1.9%	CCc1ccc2oc(C(=O)NCCc3ccc(OC)c(OC)c3)cc(=O)c2c1
-0.8%	Clc1ccc(-c2nc3c4cnn(-c5ccccc5Br)c4ncn3n2)c(Cl)c1
-3.1%	Cc1ccc(Nc2c(-c3cc(Br)ccc3F)nc3cc(C)ccn23)cc1
0.0%	CC(C)NC(=O)C1CCC(Cn2c(=O)c3sccc3n(CC(=O)N3CCCC3)c2=O)CC1 (centres undefined)
-0.2%	Cc1ccc(CNC(C)c2ccccc2)s1 (centres undefined)
-0.3%	CCCCCn1c(CCCNC(=O)c2ccccc2OC)nc2ccccc21
1.2%	Cc1ccc(Cn2c(=O)n(-c3ccc(C)cc3)c(=O)c3c2c2cc(C)ccc2n3C)cc1
1.1%	Cc1ccc(N(CC(=O)Nc2ccc(Cl)cc2)S(=O)(=O)c2cccc3nonc23)cc1
-1.7%	CCOC(=O)c1cc(S(=O)(=O)N2CCN(c3cc(C)ccc3C)CC2)[nH]n1
0.1%	CC(C)C(=O)Nc1cccc(NC2=NS(=O)(=O)c3ccccc32)c1
2.7%	CCOc1ccc(Nc2oc(-c3ccc(COc4ccc(OC)cc4)o3)nc2C#N)cc1
0.8%	Cc1ccc(N2CCN(C(=O)c3nn(C)c4c3CS(=O)(=O)c3ccccc3-4)CC2)c(C)c1
0.0%	Cc1cc(C)c(NC(=O)c2sc3nc(C)cc(C)c3c2NC(=O)c2ccccc2)c(C)c1
-0.6%	COc1ccc(-n2ccnc(NCc3ccc(C)cc3)c2=O)cc1OC
0.0%	Cc1ccc(Nc2cc(-c3ccccc3)nc(C)n2)cc1
7.3%	COC(=O)c1ccc(NC(=O)CSc2nc(C)cc(C)c2C(=O)Nc2ccccc2)cc1
-1.1%	CN1CCN(C(=O)c2ccc3c(c2)N(Cc2ccc(F)cc2)C(=O)c2ccccc2S3(=O)=O)CC1
-0.3%	Cc1ccc(Cl)cc1-n1ncc2c(NC3CCCCC3)ncnc21
1.4%	O=C(Cc1ccc(F)cc1)NC1CC(=O)N(c2ccc3c(c2)OCCO3)C1 (centres undefined)
3.2%	Cc1ccc(S(=O)(=O)Nc2cc3c(cc2NCc2ccccc2)n(C)c(=O)n3C)c(C)c1
?	CCc1ccccc1NC(=O)CSc1nc(C)c(C(=O)Nc2ccccc2)c(-c2ccc(Cl)cc2)c1C#N
-2.1%	Cc1c(C)n(Cc2ccccc2)c2ccc(C(=O)N3CCN(c4ccc(F)cc4)CC3)cc12
5.1%	O=C(COc1ccc(Cl)cc1)Nc1ccccc1C(=O)OCc1cc(=O)n2ccsc2n1
1.4%	CSc1nn(Cc2cccc(C)c2)c(N)c1S(=O)(=O)c1ccccc1
-1.6%	COC(=O)c1c(NC(=O)COc2c(C)cccc2C)sc2c1CCCC2
-2.1%	Cc1ccc(C(=O)NCC(c2ccco2)S(=O)(=O)c2ccccc2)cc1C (centres undefined)
-0.2%	O=C(Nc1ccc(F)c(Cl)c1)C1CCCN(c2ncnc3onc(-c4ccc(F)cc4)c23)C1 (centres undefined)
-3.3%	COc1ccc(CN2CCc3nc(N4CCN(c5ccc(F)cc5)CC4)ncc3C2)c(OC)c1OC

The list goes on:
Epigenetic reg	Compound
0.8%	CCOc1ccc2c(c1)c(=O)c(C(=O)c1ccc(C)cc1)cn2Cc1ccccc1OC
2.7%	CCc1ccc(NC(=O)Cn2c(=O)oc3cc(S(=O)(=O)NCc4ccccc4)ccc32)cc1
-1.7%	Cc1ccc(-c2nn3c(=O)cc(CN4CCN(C(=O)Nc5cccc(C(F)(F)F)c5)CC4)nc3s2)cc1
-2.9%	CCC(Nc1ccc(-c2nc(-c3cccnc3)no2)cc1[N+](=O)[O-])c1ccccc1 (centres undefined)
2.5%	COc1cccc(NC(=O)Cn2cc(S(=O)(=O)N3CCCC3)c(S(=O)(=O)N3CCCC3)c2)c1
-3.5%	CCC(=O)Nc1ccccc1-c1nc2ccccc2n(CC(=O)c2ccc(C)c(C)c2)c1=O
2.5%	COc1cccc(CNC(=O)c2ccc(-c3nc(COc4ccccc4)c(C)o3)cc2)c1
1.4%	COC(=O)c1cc2occc2n1CC(=O)Nc1ccc(C)cc1Cl
-1.3%	Cc1ccc(CNC(=O)c2cc(-c3ccc(C)cc3)nc3n[nH]c(-c4ccc(F)cc4)c23)cc1
9.8%	CCOC(=O)c1cccc(NS(=O)(=O)c2cc(-c3cnc(C4CC4)o3)ccc2C)c1
3.8%	Cc1ccc(C)c(OCC(=O)Nc2sc3c(c2C#N)CCCC3)c1C
-1.4%	CCOC(=O)C1CCCN(S(=O)(=O)c2ccc3c(c2)N(C)C(=O)CC(=O)N3C)C1 (centres undefined)
1.4%	COc1ccc(Cl)cc1NC(=O)CSc1ccc(-c2sc(C)nc2C)nn1
0.4%	Cc1cccc(NC(=O)CSc2ncc(-c3ccc(Br)cc3)[nH]2)c1
-0.2%	Cc1cccc(NC(=O)C2CCN(c3nnc(C)c4c(C)n(-c5ccccc5)nc34)CC2)c1C
4.7%	CC(C)CCNc1ncnc2c1cnn2-c1cccc(Cl)c1
?	COc1cccc(NC(=O)c2cnc(SCC(=O)N3CCOCC3)n(C)c2=O)c1
1.3%	Cc1cc(C)cc(NC(=O)CN2C(=O)c3ccccc3Sc3ncccc32)c1
1.2%	COC(=O)c1c(N)n(-c2ccc(OC)c(OC)c2)c2nc3ccccc3nc12
-0.7%	COc1cc(C2NC(=O)NC(C)=C2C(=O)Nc2cc(C)cc(C)c2)ccc1O (centres undefined)

Copied from the list.
Epigenetic reg with COc1cccc(NC(=O)Cn2cc(S(=O)(=O)N3CCCC3)c(S(=O)(=O)N3CCCC3)c2)c1 → 2.5%
Epigenetic reg with Cc1cccc(NC(=O)CSc2ncc(-c3ccc(Br)cc3)[nH]2)c1 → 0.4%
Epigenetic reg with CCC(Nc1ccc(-c2nc(-c3cccnc3)no2)cc1[N+](=O)[O-])c1ccccc1 (centres undefined) → -2.9%
Epigenetic reg with Cc1ccc(C)c(OCC(=O)Nc2sc3c(c2C#N)CCCC3)c1C → 3.8%
Epigenetic reg with CC(C)CCNc1ncnc2c1cnn2-c1cccc(Cl)c1 → 4.7%
Epigenetic reg with Cc1cc(C)cc(NC(=O)CN2C(=O)c3ccccc3Sc3ncccc32)c1 → 1.3%

(list continues)
Epigenetic reg	Compound
-2.6%	O=C(c1ccc(C(F)(F)F)cc1)N1CCC(c2nc(-c3ccc(S(=O)(=O)N4CCCC4)cc3)no2)CC1
4.4%	NC(=O)c1ccccc1NC(=O)CN1c2ccccc2S(=O)(=O)c2ccccc21
6.6%	Cc1ccccc1Nc1c(-c2c(F)cccc2Cl)nc2ccc(Br)cn12
4.1%	O=C(CSc1nnc2scc(-c3ccccc3)n12)Nc1ccc(Cl)cc1
0.0%	Cc1ccccc1NC(=O)CCC(=O)N1CC(C)Sc2ccccc21 (centres undefined)
-6.5%	CCOCCCNC(=O)C(c1ccc(C)cc1)N(Cc1cccs1)C(=O)c1ccc(NC(C)=O)cc1 (centres undefined)
-2.4%	O=C(CN1C(=O)COc2ccc(S(=O)(=O)N3CCCCCC3)cc21)N1CCN(c2ccccc2F)CC1
0.3%	Fc1ccccc1N1CCN(c2nnc(C(F)(F)F)c3nnn(Cc4ccccc4)c23)CC1
0.7%	Cc1ccc(-c2nc(CNC(=O)Nc3ccccc3)c(C)o2)cc1
2.8%	O=c1cc(N2CCN(c3ccc(F)cc3)CC2)[nH]c(=O)n1-c1cccc(Br)c1
?	Cc1ccc(NC(=O)Cn2c(=O)n(Cc3ccco3)c(=O)c3sc4ccccc4c32)cc1C
-1.6%	O=C(O)CSc1nc2ccc(NC(=O)COc3ccc(Cl)cc3)cc2s1
2.0%	Cc1ccc(Cl)cc1NC(=O)C(Cc1ccccc1)NS(=O)(=O)c1cccc2nsnc12 (centres undefined)
2.9%	Cc1ccc(NC(=O)Cn2cc(C(=O)C3CCCCC3)c3ccccc32)cc1
-1.8%	CC1=C(C(=O)Nc2ccc(C)cc2C)C(c2ccc(O)cc2)n2nnnc2N1 (centres undefined)
0.0%	Cc1ccc(OCC(=O)Nc2ccc(S(=O)(=O)N(Cc3ccccc3)c3ccccc3)cc2)cc1
-5.3%	CN(CC(=O)Nc1ccc(F)cc1F)S(=O)(=O)c1ccc(C(=O)N2CCOCC2)s1
0.0%	COc1ccc(Cl)cc1NC(=O)CSc1nc2ccccc2nc1N1CCCCC1
-0.2%	CN(Cc1ccccc1)c1ncnc2c1nc1n2CCCC1
0.2%	CCN1c2ccccc2-c2nc(SCC(=O)Nc3cccc(C)c3C)ncc2S1(=O)=O

Taken from the results shown for reference:
Epigenetic reg	Compound
-2.6%	O=C(c1ccc(C(F)(F)F)cc1)N1CCC(c2nc(-c3ccc(S(=O)(=O)N4CCCC4)cc3)no2)CC1
4.4%	NC(=O)c1ccccc1NC(=O)CN1c2ccccc2S(=O)(=O)c2ccccc21
6.6%	Cc1ccccc1Nc1c(-c2c(F)cccc2Cl)nc2ccc(Br)cn12
4.1%	O=C(CSc1nnc2scc(-c3ccccc3)n12)Nc1ccc(Cl)cc1
0.0%	Cc1ccccc1NC(=O)CCC(=O)N1CC(C)Sc2ccccc21 (centres undefined)

Additional entries:
Epigenetic reg	Compound
0.0%	CCOc1ccc(NC(=O)c2c(NCc3cccc(OC)c3OC)sc3c2CCC3)cc1
-0.5%	Cc1nc(SC(C)C(=O)Nc2ccccc2Cl)cc(-c2ccccc2)n1 (centres undefined)
1.4%	Cc1ccccc1Cn1c(SCc2ccc(C(=O)NC3CCCC3)cc2)nc2ccncc21
-2.9%	O=c1c2cnn(-c3ccc(F)cc3)c2ncn1Cc1ccccc1Cl
1.4%	Cc1cc2ccccc2n1CCNC(=O)c1ccc(F)cc1
-2.1%	COCCNC(=O)CSc1nc(-c2cc(OC)c(OC)c(OC)c2)[nH]c1-c1ccc(Cl)cc1
0.0%	O=C(NCc1cccnc1)C(=O)NCC(c1cccnc1)N1CCN(c2ccccc2)CC1 (centres undefined)
-2.4%	CC(C)Oc1ccc(-c2nc3c(C#N)c[nH]n3c2NC2CCCCC2)cc1
2.2%	Cc1cccn2c(=O)c(C(=O)NCCc3ccc(S(N)(=O)=O)cc3)c(O)nc12
-3.1%	CC(=O)c1cc2c(cc1NC(=O)c1c(C)nn(-c3ccc(C)cc3)c1-n1cccc1)OCO2

Epigenetic reg, hit marks shown above.
Epigenetic reg	Compound
12.6µM*	Oc1ccccc1Nc1nc2ccccc2n2nnnc12
